# High-throughput results as filed in PubChem BioAssay.
# SIRT5 inh – SIRT5 desuccinylase inhibitors, primary screen, biochemical, fluorescence imaging, single point, set 5 | Purified SirT5, succinyl-peptide AMC, trypsin-coupled fluorescence | inhibition, % at 15 µM | 330,000 compounds, 1.1% hits; in the data active means inhibition above about 15%; inconclusive means no clear call, values can overlap the other calls
# Target sequence (Q9NXA8 whole entry, looked up): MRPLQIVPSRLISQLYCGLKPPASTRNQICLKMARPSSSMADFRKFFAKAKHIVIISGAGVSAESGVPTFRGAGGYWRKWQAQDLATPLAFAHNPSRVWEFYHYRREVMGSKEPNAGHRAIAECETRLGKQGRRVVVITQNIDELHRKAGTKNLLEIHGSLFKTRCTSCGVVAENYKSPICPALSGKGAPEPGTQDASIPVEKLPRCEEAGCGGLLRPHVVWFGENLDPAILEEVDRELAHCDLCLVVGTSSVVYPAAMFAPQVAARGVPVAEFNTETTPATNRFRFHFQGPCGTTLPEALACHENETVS
# DENV2 CPE rescue – inhibitors of DENV2 cytopathic effect, primary screen, cell-based, plate reader, single concentration | DENV2-infected cells, cytopathic effect rescue | CPE inhibition, % at 9.99 µM | 350,000 compounds, 1.7% hits | AID 651640, 2012; in the data active means CPE inhibition above about 20%, passing the limit was not always enough; inconclusive means no clear call, values can overlap the other calls; tested in BHK-21 cells;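 further: 0% = median of neutral control wells and 100% = median of positive control wells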
# E-sel inducer – E-selectin induction in HUVECs, primary screen, imaging, HUVEC, immunofluorescence imaging, single point; P16581; normalized: neutral wells 0, TNF-alpha wells 100; activation, % at 7.58 µM; 260,000 compounds, 0.37% hits; AID 686992, 2013;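 active means mean E-selectin-positive cell signal at least 10% of the positive control, reached in at least 60% of replicates, without over 20% cell loss; inconclusive means no rule given, readout overlaps actives, possibly toxicity-flagged; inactive means the rest, including those meeting only one limit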;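 further: in these data hits start at about 27%; measured in HUVEC primary endothelial cells; signal is the percent of cells scored E-selectin positive by PE staining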
#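 System: HUVEC, human umbilical vein endothelial cells; quantity: 3,000 cells/well; buffer or medium: EGM-2 medium, gelatin-coated wells; dosing: single-point compound dose; detection: immunofluorescence imaging; evaluation: % PE-positive cells; benchmarks: TNF-alpha, DMSO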
# S100A4 MyoIIA – inhibitors of S100A4-myosin IIA peptide binding, primary screen, biochemical, fluorescence polarization, TAMRA-MyoIIA peptide. inhibition, % at 10.7 µM. Protein S100-A4 (Homo sapiens), P26447. 360,000 compounds, 0.14% hits;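 active means mean inhibition of at least 70% across replicates, with every replicate also reaching that level; inconclusive means mean inhibition reaches 70% but some replicates fall short; inactive means mean inhibition below 70%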
# Target sequence (P26447 whole entry, looked up): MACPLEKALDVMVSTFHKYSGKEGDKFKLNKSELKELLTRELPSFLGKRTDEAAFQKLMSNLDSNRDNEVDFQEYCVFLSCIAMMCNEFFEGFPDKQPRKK
#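 assay system = human S100A4 monomer with TAMRA-labelled myosin IIA peptide | also added = labelled myosin peptide probe, 5 nM | incubation = 5 min between mix addition and reading | control set = DMSO and TFP controls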
# Statin myotox sup – suppressors of statin myotoxicity in C2C12 myotubes, primary screen, cell-based, single point, plate reader; rescue of ATP level, % at 7.49 µM; AID 602340, 2012; C2C12 myotubes + simvastatin, ATP luminescence, 48 h; scaled: DMSO 0, geranylgeraniol control 100; 330,000 compounds, 0.78% hits;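 active means mean ATP rescue above about 67%, or every replicate alone reaching that limit, limit read from the data, passing the limit was not always enough; inconclusive means no clear call, values can overlap the other calls; inactive means mean under the limit and some replicate under it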;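 further: myotubes were challenged with 10 µM simvastatin during compound exposure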
# PglD inh – C. jejuni PglD acetyltransferase inhibitors, primary screen, biochemical, DTNB colorimetric, single point; 360,000 compounds, 0.098% hits; purified PglD enzyme, DTNB colorimetric CoA detection; UDP-N-acetylbacillosamine N-acetyltransferase PglD (Campylobacter jejuni); AID 602405, 2012; inhibition, % at 12.5 µM; in the data active means inhibition above about 16%, passing the limit was not always enough; inconclusive means no clear call, values can overlap the other calls; further: strong numbers were not always called active
# ERp5 inh – inhibitors of ERp5-driven insulin aggregation, primary screen, biochemical, turbidity, absorbance 650 nm, single point | inhibition, % at 9.99 µM | 350,000 compounds, 0.05% hits | 90 min;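 active means mean replicate inhibition above about 25%, with every replicate also reaching it, limit read from the data, passing the limit was not always enough; inconclusive means only one of those two criteria met; inactive means neither criterion met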
# Target sequence (Q15084 whole entry, looked up): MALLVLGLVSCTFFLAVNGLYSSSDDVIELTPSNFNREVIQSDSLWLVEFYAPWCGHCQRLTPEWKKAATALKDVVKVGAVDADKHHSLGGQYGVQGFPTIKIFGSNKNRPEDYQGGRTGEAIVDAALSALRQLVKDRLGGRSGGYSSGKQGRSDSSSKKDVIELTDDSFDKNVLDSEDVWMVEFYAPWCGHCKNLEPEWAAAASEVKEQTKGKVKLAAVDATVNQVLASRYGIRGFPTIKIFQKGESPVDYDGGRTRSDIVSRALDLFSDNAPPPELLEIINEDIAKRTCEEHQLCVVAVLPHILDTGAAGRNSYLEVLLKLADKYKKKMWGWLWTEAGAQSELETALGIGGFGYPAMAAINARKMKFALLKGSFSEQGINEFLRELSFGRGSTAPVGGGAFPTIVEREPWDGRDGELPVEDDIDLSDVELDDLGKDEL
# An asterisk follows results filed as active; u = inconclusive; x = not tested or not shown.
canonical_smiles,SIRT5 inh,DENV2 CPE rescue,E-sel inducer,S100A4 MyoIIA,Statin myotox sup,PglD inh,ERp5 inh
COc1ccc(NC(=O)Nc2ccc3c(c2)CC(=O)N([C@H](C)CO)C[C@@H](C)[C@H](CN(C)C)O3)cc1,3,u,-2.2,-3,1,-3,4
CSc1ncc(Cl)c(C(=O)Nc2cccnc2)n1,0,19,-0.1,0,-1,-2,10
CN1N=C2c3ccccc3CCC2C1c1ccc(F)cc1 (configuration not stated),-4,-2,0.4,-3,x,-4,-1
C[C@@H]1CN([C@H](C)CO)C(=O)Cc2cc(NC(=O)Nc3ccccc3)ccc2O[C@H]1CN(C)C(=O)Nc1ccccc1,7,14,-0.1,-4,-14,-1,-2
C=CC[C@@H](CC(=O)N[C@H](CO)Cc1ccccc1)C(=O)N[C@@H](COC(=O)[C@@H](CC=C)Cc1ccc(F)cc1)Cc1c[nH]c2ccccc12,x,7,0.0,6,3,-1,4
CO[C@H]1O[C@H](CO)[C@@H](OC(=O)Nc2cccc(F)c2)[C@H](OC(=O)Nc2ccccc2)[C@@H]1OC(=O)Nc1ccccc1,-2,-7,x,-2,x,x,-6
COc1ccc(NC(=O)c2nn(C)c3c2CS(=O)(=O)c2ccccc2-3)cc1,-4,-4,x,0,-7,1,4
CN(Cc1ccc(N(C)C)cc1)C(=O)c1cc2ccccc2o1,2,-2,x,-5,10,1,-4
O=C(NCC[C@@H]1CC[C@H](NC(=O)Nc2cc(F)ccc2F)[C@H](CO)O1)Nc1ccc(Cl)cc1,-6,17,0.0,17,1,2,2
CCNC(=O)[C@@H]1[C@@H](CO)[C@@H]2Cn3c(ccc(C4=CCCCC4)c3=O)[C@H]1N2Cc1cocn1,-31,2,-1.1,-27,-9,4,0
Cc1ccc2oc(Nc3nc(C)c(C)c(C)n3)nc2c1,0,-4,x,0,x,x,2
C[C@H](NC(=O)C1CC(=O)N(c2ccc3c(c2)OCO3)C1)C(=O)NCc1ccco1 (some centres not stated),1,2,x,40,-2,-2,-1
Cc1ccc(NC(=O)c2ccccc2)cc1OC(=O)c1ccccc1,0,0,x,-1,3,1,9
O=C(C[C@H]1CC[C@H]2NC[C@@H](O)COC[C@@H]2O1)NCc1ccc2c(c1)OCO2,2,2,0.4,1,-17,1,0
Cc1cc(-c2ccc(Cl)cc2)c2cnn(C(C)C)c2n1,1,0,0.0,6,-18,-2,2
CCCCC12CN3CC(C)(CN(C1)C3c1ccc([N+](=O)[O-])o1)C2=O (configuration not stated),4,3,0.3,-2,-1,0,1
CCc1ccc(C(=O)Nn2cnc3ccccc3c2=O)cc1,-10,-2,x,-8,-1,3,1
COC(=O)CSc1nnc(-c2cccnc2)n1C,-2,-4,x,1,x,x,6
COc1cc(S(=O)(=O)NCC2(N3CCCCC3)CCCCC2)ccc1NC(C)=O,-2,1,0.1,-7,-2,3,0
CCC(=O)Nc1ccc2c(c1)C(=O)N(C)C[C@H](OC)[C@H](C)CN(C(=O)CC)[C@@H](C)CO2,3,-1,-0.2,-8,11,-2,1
COCC#Cc1ccc([C@H]2[C@H](CO)N3CCCCN(S(=O)(=O)c4ccccc4C)C[C@@H]23)cc1,2,11,-0.1,-6,x,3,-5
CCN(C(=O)COC(=O)c1ccccc1NCCO)c1cccc2ccccc12,-8,10,x,-11,23,-8,4
COc1ccc(NC(=O)c2cccc(NC3=NC4CS(=O)(=O)CC4S3)c2)cc1Cl (configuration not stated),-2,7,0.8,-2,-3,1,-1
COc1ccccc1N1CCN(C(=S)Nc2ccc(F)cc2)CC1,-2,-6,-0.2,0,-6,1,1
Cc1ccc(NC(=O)c2cc(N(C)C)ccc2[P+](=O)O)cc1,-3,-1,x,2,-3,2,0
Cc1sc2nc(SCC(=O)NCCOCCO)nc(N)c2c1C,-1,-2,x,4,0,x,-5
Cc1ccc([C@H]2N[C@]3(CCCN(Cc4ccccc4)C3=O)[C@H]3C(=O)N(Cc4ccccc4)C(=O)[C@@H]23)cc1,1,13,0.0,-3,7,5,8
O=C(Cn1nc(C(F)F)cc1C1CC1)NCCC1=CCCCC1,x,x,x,-4,-4,0,5
C[C@@H]1CCCCO[C@@H](CN(C)C)[C@@H](C)CN([C@H](C)CO)C(=O)c2cc(NC(=O)Nc3ccc(F)cc3)ccc2O1,-1,13,0.0,-8,-16,-1,-4
C[C@H](CO)N1C[C@H](C)[C@H](CN(C)C(=O)CN(C)C)Oc2cc(Br)ccc2S1(=O)=O,-4,-6,-1.0,17,15,-1,-3
O=C(COC(=O)c1cccs1)NC12CC3CC(CC(C3)C1)C2,0,-4,-0.2,-1,x,x,-6
O=C(Cc1ccc([N+](=O)[O-])cc1)OCc1c(F)cccc1Cl,-4,3,x,0,-4,0,1
COc1ccccc1N1CCN(/N=C/c2ccc(OC)c(OC)c2OC)CC1,-2,8,-2.3,-2,4,-2,4
C[C@@H]1CN([C@H](C)CO)C(=O)c2cccc(NC(=O)Nc3cccc4ccccc34)c2O[C@@H]1CN(C)Cc1ccc(Cl)c(Cl)c1,-3,11,x,2,5,1,-8
COc1ccc(N2CCN(c3ncnc4scc(-c5ccccc5)c34)CC2)cc1,0,8,0.5,-1,-10,-4,2
C[C@H]1CCCCO[C@H](CN(C)C(=O)CCC(F)(F)F)[C@@H](C)CN([C@@H](C)CO)C(=O)c2cc(NC(=O)Nc3ccc4c(c3)OCO4)ccc2O1,8,-13,0.2,-15,25,1,1
COc1ccccc1C(C#N)N1N=C(C)CC1c1ccccc1 (configuration not stated),2,0,x,10,-2,3,3
CC(O)(c1ccc(F)c(F)c1)c1nc(-c2cccc(C#N)c2)cs1 (configuration not stated),x,-5,0.7,1,-5,-7,0
COCC(=O)Nc1ccc2c(c1)[C@@H]1C[C@H](CC(=O)NCc3cccnc3)O[C@@H](CO)[C@@H]1O2,-3,-2,0.1,6,2,-3,0
Cc1cc(CN2CCC(n3nccc3NC(=O)c3ccccc3C)CC2)n[nH]1,-2,-3,0.8,-3,8,3,-6
O=C(NCc1ccco1)c1nc2c(nnn2Cc2ccccc2Cl)c(=O)[nH]1,-1,-3,x,4,1,2,-6
COc1ccc(OC)c(NC(=O)c2cc3c(cc2Cl)N2CCCCCC2=NS3(=O)=O)c1,-1,u,0.0,0,1,1,2
CC(=O)Oc1ccc(-c2cc3c(OC(C)=O)cc(OC(C)=O)cc3oc2=O)cc1,x,u,x,-18,12,4,9
C[C@@H]1CN([C@H](C)CO)C(=O)c2cc(NC(=O)Nc3ccc4c(c3)OCO4)ccc2O[C@@H](C)CCCCO[C@H]1CN(C)S(=O)(=O)c1ccc(Cl)cc1,2,38*,1.6,2,x,6,0
Cc1ccc(C(=O)NC(=O)CSc2nnc(C)s2)cc1,-3,-5,-1.1,6,10,-2,1
Cc1ccccc1NS(=O)(=O)c1ccc(C(=O)NCC2(N3CCOCC3)CCCCC2)cc1,-2,-2,x,0,8,-5,-8
O=C(Nc1ccc(S(=O)(=O)NC2=NCCCCC2)cc1)c1cc(F)c(F)cc1Cl,1,-6,0.0,-4,15,-4,3
O=C(CC1SCCNC1=O)Nc1cccc([N+](=O)[O-])c1 (configuration not stated),-2,0,x,-1,x,x,1
CN(/N=C/c1ccc(-c2ccc([N+](=O)[O-])cc2)o1)c1ccccc1,-3,3,x,-12,-26,-6,-9
CCN1/C(=C/c2sc(-c3ccccc3C)c[n+]2C)Sc2ccccc21,0,-3,-3.6,2,x,x,-21
O=C(Nc1cc2c3c(c1)CC(=O)N3CCC2)C1CC1,2,-7,0.5,-2,-3,-8,11
O=C(CCCOc1ccc(Cl)cc1Cl)Nc1ncccn1,-4,u,0.0,5,x,5,5
O=c1cc(CN2CCOCC2)c2ccccc2o1,6,-4,0.0,-3,1,6,-3
O=C(NCc1ccc2c(c1)OCO2)[C@@H]1[C@@H](CO)[C@@H]2Cn3c(cccc3=O)[C@H]1N2Cc1ccncc1,-3,-2,0.1,4,0,0,8
COCC(=O)Nc1ccc2c(c1)[C@@H]1C[C@@H](CC(=O)NCc3cccnc3)O[C@@H](CO)[C@@H]1O2,-2,9,-0.3,13,2,-3,4
CCCNC(=O)C(Cc1ccc(F)cc1)NC(=O)c1ccccc1 (configuration not stated),-10,-3,-0.1,2,4,0,8
O=C1Cc2ccccc2C(=O)N1Nc1ccccc1,0,-3,-0.5,-5,x,x,0
CCn1c(SCC(=O)Nc2sc(C)c(C)c2C#N)nnc1C1CC1,-3,7,1.7,-19,-1,0,2
CCN(CC(=O)NCc1cccs1)C(=O)CCOc1ccccc1C,-1,11,0.0,-13,-35,1,-8
N/C(=N\OC(=O)CCn1cccc(C(F)(F)F)c1=O)c1ccc(Cl)cc1,10,-1,x,-7,-3,-2,0

# Entries above printed as active in DENV2 CPE rescue.
Compound | SIRT5 inh | DENV2 CPE rescue | S100A4 MyoIIA | PglD inh | ERp5 inh
C[C@@H]1CN([C@H](C)CO)C(=O)c2cc(NC(=O)Nc3ccc4c(c3)OCO4)ccc2O[C@@H](C)CCCCO[C@H]1CN(C)S(=O)(=O)c1ccc(Cl)cc1 | 2 | 38* | 2 | 6 | 0

# 3 of the entries above in order of their number in PglD inh, low to high.
structure,SIRT5 inh,DENV2 CPE rescue,S100A4 MyoIIA,PglD inh,ERp5 inh
O=C(Nc1cc2c3c(c1)CC(=O)N3CCC2)C1CC1,2,-7,-2,-8,11
COc1ccccc1N1CCN(/N=C/c2ccc(OC)c(OC)c2OC)CC1,-2,8,-2,-2,4
CCn1c(SCC(=O)Nc2sc(C)c(C)c2C#N)nnc1C1CC1,-3,7,-19,0,2

# Continuation.
canonical_smiles,SIRT5 inh,DENV2 CPE rescue,E-sel inducer,S100A4 MyoIIA,Statin myotox sup,PglD inh,ERp5 inh
CCCNC(=O)[C@@H]1[C@@H](CO)[C@@H]2Cn3c(cccc3=O)[C@H]1N2Cc1ccccc1,12,19,0.1,5,-15,0,-5
CCN1CCN(CC(O)COCC2COc3ccccc3O2)CC1 (configuration not stated),0,-3,x,3,x,x,-10
O=C(/C(=C/O)N=Nc1ccccc1)c1ccc(Cl)cc1,-5,14,1.6,0,x,x,-3
COc1cc(SC)ccc1C(=O)OCC(=O)NC1CC1,-7,x,4.5,15,x,x,3
Cc1noc(C)c1NC(=O)Nc1ccc2c(c1)C(=O)N([C@@H](C)CO)C[C@H](C)[C@@H](CN(C)C(=O)CCCN(C)C)OCCCC[C@@H](C)O2,-3,86*,-0.2,-4,11,1,-5
C[C@@H](NC(=O)C[C@@H]1C[C@@H]2c3cc(NC(=O)NC4CCCC4)ccc3O[C@@H]2[C@@H](CO)O1)c1ccccc1,0,8,0.6,1,-5,-3,-6
CS(=O)(=NS(=O)(=O)c1ccc(Cl)cc1)c1ccccc1 (configuration not stated),-1,-4,0.0,2,-2,x,1
CCOCCC(=O)Nc1ccc2c(c1)c(=O)n(C)n2-c1ccccc1F,-38,6,-0.1,-9,-14,-4,1
O=C(Nc1ccc(Br)cc1)c1cccc(N2C(=O)C3C4C=CC(C4)C3C2=O)c1 (configuration not stated),-4,-8,1.6,-3,-10,1,1
COC(=O)c1ccccc1SC1CC(=O)N(c2ccccc2)C1=O (configuration not stated),-1,0,5.6,-16,x,x,2

# The list is partial. The share of hits here may be higher or lower than overall.
